Source: PubChem (National Center for Advancing Translational Sciences (NCATS))
TR SRC2 fluor cs: Texas Red fluorescence interference in TRb-SRC2 counter-screen. TRb/SRC2 Texas Red total fluorescence interference. Potency, µM (titrated, usually from 106 µM), for inactives: at the highest dose fluorescence change, negative = quenching. 0.29% of 280,000 active; active means well fitted curve in either direction with a large enough effect; inconclusive means small, poorly fitted or top-dose-only effect
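Human TRβ ligand-binding domain (0.6 uM) and Texas Red SRC2 peptide (20 nM) in Tris buffer with 1 uM T3 and 5% DMSO were incubated with pinned compound for 5 hr at ambient temperature. Total fluorescence was computed as S + 2P (555/632 nm).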
ALDH1A1 block: inhibitors of human aldehyde dehydrogenase 1A1. 7.3% of 220,000 active. Potency, µM (series often up to 75.3 µM), inactives show at the top dose activity, negative = inhibition, usual class: inhibitors. AID 1030. Purified ALDH1A1, NADH fluorescence, propionaldehyde substrate; active means well fitted inhibition curve with a large enough effect, not every such curve was filed as active; inconclusive means small, poorly fitted or top-dose-only effect, or another doubt; inactive means no such curve, though single readings can be large or run the other way;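 further: plate controls were no enzyme wells and a reference inhibitor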
L3MBTL1 inh: L3MBTL1 (human) inhibition; AlphaScreen L3MBTL1–H3K9me1 peptide binding; Potency, µM (doses to about 57.1 µM), for the others: top-dose activity, negative = inhibition, most hits filed as inhibitors; 0.66% of 230,000 active; further: nearly all actives have a fitted effect of over 60% in size
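First, the protein-peptide complex forms for 30 min at room temperature (L3MBTL1 50 nM, biotinylated H3K9me1 peptide 75 nM). Next, compounds are pin-transferred and incubated 30 min. Finally, AlphaScreen beads are added and read after 30 min.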
aGal spleen mod: inhibitors or activators of human alpha-galactosidase in spleen homogenate | P06280 | human spleen homogenate, 4MU-alpha-Gal fluorescence, 40 min | Potency, µM (doses to about 80 µM), inactives show top-dose activity change, negative = inhibition, most hits filed as inhibitors | 0.008% of 240,000 active | AID 2107;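 further: 0% = enzyme with vehicle and -100% = no enzyme basal signal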
Target sequence (P06280 32-429 limits assumed): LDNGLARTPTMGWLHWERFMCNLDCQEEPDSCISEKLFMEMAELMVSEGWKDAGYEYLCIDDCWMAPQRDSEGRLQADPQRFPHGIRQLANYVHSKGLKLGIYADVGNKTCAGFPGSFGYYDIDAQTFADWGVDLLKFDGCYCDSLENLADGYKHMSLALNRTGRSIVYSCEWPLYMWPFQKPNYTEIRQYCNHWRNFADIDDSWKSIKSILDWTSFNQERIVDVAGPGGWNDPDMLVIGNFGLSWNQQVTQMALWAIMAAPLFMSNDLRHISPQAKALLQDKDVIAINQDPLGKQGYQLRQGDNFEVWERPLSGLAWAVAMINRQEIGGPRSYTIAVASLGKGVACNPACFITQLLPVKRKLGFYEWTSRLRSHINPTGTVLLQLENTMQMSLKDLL
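Spleen homogenate 1 ug + cpd (titration) + 4-MU-alpha-D-galactopyranoside 1 mM; 37C 40 min; 50 mM citrate/phosphate pH 5.0, 0.01% Tween-20; stop pH 10; fluorescence 365/440; AC50 via Hill.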
Tau fluor cs: counter-screen for tau fibril formation inhibitors; tau K18 P301L Alexa594 fluorescence, heparin fibrillization; Potency, µM (doses to about 57.7 µM), without a hit: top-dose activity change, negative = decrease; 0.93% of 280,000 active; further: nearly all actives have a fitted effect of over 55% in size
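Human tau K18 P301L (15 uM unlabeled, 0.24 uM Alexa 594-labeled) in 100 mM sodium acetate pH 7 with 20 uM heparin, 6 hr at 37 C. ThT 30 uM added, 1 hr ambient; Alexa 594 FP and total fluorescence read at 555/632 nm.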
TRb SRC2 PPI: inhibitors of human thyroid hormone receptor beta-SRC2 interaction; P10828; TRbeta-SRC2 peptide binding, fluorescence polarization; receptor liganded with 1 µM T3; Potency, µM (series often up to 106 µM), without a hit: at the highest dose activity change, negative = inhibition, actives largely listed as inhibitors; 0.065% of 280,000 active;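 further: plate controls were bound peptide for no effect and peptide without receptor for full effect; nearly all actives have a fitted effect of over 50% in size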
Target sequence (P10828 whole entry, looked up): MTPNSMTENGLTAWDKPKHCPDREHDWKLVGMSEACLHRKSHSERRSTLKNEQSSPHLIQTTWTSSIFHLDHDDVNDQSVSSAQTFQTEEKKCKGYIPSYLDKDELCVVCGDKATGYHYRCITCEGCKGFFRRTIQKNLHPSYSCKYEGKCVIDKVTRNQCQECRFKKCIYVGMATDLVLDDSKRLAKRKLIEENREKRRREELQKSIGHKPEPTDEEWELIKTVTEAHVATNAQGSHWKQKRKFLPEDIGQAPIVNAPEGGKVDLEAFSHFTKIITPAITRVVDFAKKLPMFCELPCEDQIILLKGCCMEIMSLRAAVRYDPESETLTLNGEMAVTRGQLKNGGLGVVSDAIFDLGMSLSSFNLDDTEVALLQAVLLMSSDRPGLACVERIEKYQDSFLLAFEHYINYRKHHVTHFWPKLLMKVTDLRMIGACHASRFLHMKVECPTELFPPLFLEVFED
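Human TRb LBD (0.6 uM) plus Texas Red-labeled SRC2 peptide (20 nM), 1uM T3, 5% DMSO, 5 hr at ambient temperature. Decreased polarization (555/632 nm) flags inhibition; data normalized to free and bound peptide controls.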
Tau ThT inhib: inhibitors of human tau fibril formation, thioflavin T binding | P10636 | recombinant tau K18 P301L (four-repeat tau fragment), heparin-induced fibrillization, ThT fluorescence | Potency, µM (series often up to 57.4 µM), for the others: at the highest dose activity, negative = inhibition, actives largely listed as inhibitors | 2.1% of 270,000 active; further: nearly all actives have a fitted effect of over 55% in size
Target sequence (P10636 561-689 P618L limits assumed): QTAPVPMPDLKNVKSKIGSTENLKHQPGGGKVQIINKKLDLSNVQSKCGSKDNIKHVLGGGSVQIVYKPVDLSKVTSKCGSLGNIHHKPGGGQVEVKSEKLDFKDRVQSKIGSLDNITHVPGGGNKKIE
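In this qHTS, human K18 P301L tau is incubated with compound and heparin for 6 hr at 37 C, and Thioflavin T fluorescence then reports fibril load.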
Tau fibril FP: blocks human tau fibril formation measured by polarization; 0.39% of 280,000 active; K18 P301L tau heparin fibrillization, Alexa594 FP, 6 h; Potency, µM (series often up to 57.7 µM), for inactives: top-dose activity, negative = inhibition, hits mostly inhibitors; P10636; further: nearly all actives have a fitted effect of over 55% in size
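Human tau K18 […] P301L fragment, 15 uM unlabeled plus 0.24 uM Alexa 594-labeled tau (final), with compound and 20 uM heparin in 100 mM sodium acetate pH 7; 6 hr at 37 C, then Alexa 594 FP read.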
Numbers without * were called inactive; ? = inconclusive; / = no result given; & = joins results of further samples; ! = not confirmed by another sample; [ ] = another dose, or the depositor's remark. Unless noted, the call rests on the fitted dose curve; in most records, active means well fitted curve in the direction sought with a large enough effect; inconclusive means small, poorly fitted or top-dose-only effect, or another doubt; inactive means no such curve, though single readings can be large; an effect the other way counts as inactive or inconclusive. Unless noted, on the % scale 0 is the no-effect control and ±100 the full control effect; potency means the concentration at half of the fitted maximal effect.

SMILES	TR SRC2 fluor cs	ALDH1A1 block	L3MBTL1 inh	aGal spleen mod	Tau fluor cs	TRb SRC2 PPI	Tau ThT inhib	Tau fibril FP
C=CC(C)n1c(Br)nc2c1c(=O)[nH]c(=O)n2C (centres undefined)	0%	9%	1%	-3%	2%	10%	-10%	4%
Cc1cc(C(F)F)n2ncc(C(=O)NCCc3ccc(Cl)cc3)c2n1	0%	12%	/	5%	-5%	-3%	?	10%
CCOC(=O)c1ccc2c(c1)nc(SCC(=O)N1CCCCC1)n2CC	-1%	?	1%	-8%	-8%	-11%	?	4%
COc1c(NC(C)=O)c2ccccc2c2ccccc12	1%	5%[13.5 µM]	-1%	14%	-3%	4%	-9%	8%
Cc1ccc(C)c(CS(=O)(=O)c2cn(CC(=O)N3CCCCC3)c3ccccc23)c1	-4%	1%	10%	-10%	-15%	2%	?	-1%
CCN(Cc1ccccc1)S(=O)(=O)c1ccc(-c2coc(C)n2)cc1	?	/	/	/	-17%	-14%	-12%	-6%
O=C(/C=C/c1ccc(Cl)cc1Cl)N1CCN(c2ccc([N+](=O)[O-])c(N3CCOCC3)c2)CC1	-3%	?	-1%	4%	3%	-4%	-2%	6%
CCCCOC(=O)Nc1ccc(N(C)C)cc1	-5%	?	-18%	-5%	2%	3%	?	8%
CN1CCN(/N=C/c2nc(-c3ccc(Cl)cc3)n3ccccc23)CC1	11%	-5%	-12%	5%	-3%	8%	-1%	1%
C[C@@H](C(=O)Nc1ccc2ccccc2c1)[C@@H]1C[C@@]1(C)[C@@H](NC(=O)c1cccnc1)c1ccccc1	-1%&4%	22µM*!	-1%	-1%&-3%	-3%&-25%	-1%&4%	-3%&-16%	?
CS(=O)(=O)N1CCN(Cc2ccccc2C(F)(F)F)CC1	-2%	-1%	5%	3%	-1%	-14%	-8%	-1%
COCCCNC(=O)Cn1c(=O)n(CCCCCC(=O)Nc2ccccc2)c(=O)c2sccc21	0%	3%	3%	8%	-7%	3%	-5%	5%
O=C(O)CSc1cc(NS(=O)(=O)c2cccc([N+](=O)[O-])c2)c2ccccc2c1O	-5%	3.5µM*	?	7%	?	-13%	1.8µM*	4µM*
CCOC(=O)Cn1c(=O)n(CC2CCCO2)c2nc(-c3ccc(CC)cc3)nc(C(N)=O)c21 (centres undefined)	-1%	/	/	/	5%	-4%	3%	-7%
O=C1c2oc3ccccc3c(=O)c2C(c2ccccn2)N1Cc1ccccc1 (centres undefined)	-2%	-14%	4%	0%	1%	0%	8%	-5%
Cc1ccc(OCC(=O)NNC(=O)C2CCCO2)c(C)c1 (centres undefined)	0%	-2%	/	-11%	-10%	-5%	-15%	-8%
O=C(CCCSc1nc2ccccc2c(=O)[nH]1)c1ccccc1	0%	5%	2%	2%	-3%	-4%	3%	6%
O=C(Nc1ccc(F)cc1)c1cccnc1N1CCOCC1	-8%	7%	-4%	0%	-1%	-6%	-5%	2%
CC(C)(C)C(=O)C[n+]1ccccc1	0%	15%	0%	2%	6%	-4%	1%	1%
Cc1cccc(N(C(=O)CCC(=O)Nc2cc(C)on2)C(C(=O)NC2CCCC2)c2ccc(C)o2)c1 (centres undefined)	0%	-5%	-13%	6%	-7%	0%	-13%	2%

3 compounds out of the list, ordered by molar mass, descending:
SMILES	TR SRC2 fluor cs	ALDH1A1 block	L3MBTL1 inh	aGal spleen mod	Tau fluor cs	TRb SRC2 PPI	Tau ThT inhib	Tau fibril FP
Cc1cccc(N(C(=O)CCC(=O)Nc2cc(C)on2)C(C(=O)NC2CCCC2)c2ccc(C)o2)c1 (centres undefined)	0%	-5%	-13%	6%	-7%	0%	-13%	2%
O=C1c2oc3ccccc3c(=O)c2C(c2ccccn2)N1Cc1ccccc1 (centres undefined)	-2%	-14%	4%	0%	1%	0%	8%	-5%
O=C(Nc1ccc(F)cc1)c1cccnc1N1CCOCC1	-8%	7%	-4%	0%	-1%	-6%	-5%	2%

Continued.
SMILES	TR SRC2 fluor cs	ALDH1A1 block	L3MBTL1 inh	aGal spleen mod	Tau fluor cs	TRb SRC2 PPI	Tau ThT inhib	Tau fibril FP
COc1ccc(S(N)(=O)=O)cc1C(=O)NCCCN1CCN(c2ccccc2OC)CC1	0%	?	5%	-5%	-11%	-4%	-11%	-4%
COC(=O)c1[nH]c2ccc(F)cc2c1NC(=O)CCN1CCN(C(=O)c2ccco2)CC1	0%	?	3%	0%	-2%	-19%	1%	-8%
COc1ccc(-c2noc(CN(C(=O)c3ccc(C)cc3C)C(C)C)n2)cc1	-1%	/	/	/	-20%	-1%	?	-2%
Cc1ccccc1NC(=O)CSc1ccsc1[N+](=O)[O-]	-10%	?	25µM*	-5%	-19%	-9%	?	5%
NC(=S)NCCCC(N)C(=O)O (centres undefined)	2%	2.5µM*	/	-1%	-15%	-2%	?	?
Cc1nn(C)c(C)c1NC(=O)Nc1cccc(C(F)(F)F)c1	3%	-13%	1%	2%	-1%	1%	-1%	0%
Cc1cccc(NC(=O)CSc2nnc(-c3ccccc3)n2N)c1C	-4%	12%	7%	-3%	-3%	-8%	-6%	-5%
COc1ccc(OC)c(NC(=O)C2CCCN2C(=O)C2CCC(C)CC2)c1 (centres undefined)	4%	-5%	-4%	6%	-9%	8%	-12%	10%
CN(C)c1ccc(C=Nc2ccccc2)cc1	-1%	0.89µM*	31%[activator]	?	-4%	-17%	4%	1%
Cc1ccsc1/C=C1/NC(=O)N(Cc2ccc(F)cc2)C1=O	-2%	?	-8%	-2%	1%	-11%	7%	-5%
CC(C)Oc1ccc(CCc2n[nH]c(=S)n2-c2ccccc2)cc1	-4%	-6%	-6%	3%	-6%	-1%	-10%	-5%
CC1(C)OC(=O)C(=CNc2ncccn2)C(=O)O1	-4%	?	0%	12%	2%	1%	-8%	-5%
CCCCCCC(=O)Nc1c2c(nc3ccccc13)N(C)CC2	-2%	?	/	12%	-4%	1%	-20%	-1%
FC(F)(F)c1ccc(CN2C[C@@H]3C(c4ccc(C(F)(F)F)cc4)C4(c5ccccc5)CC3(C4)[C@H]2c2ccccc2)cc1 (some centres undefined)	-3%	-2%	/	5%	-9%	-4%	-6%	-12%
Cc1cc(C(=O)NP(=O)(N2CC(C)OC(C)C2)N2CC(C)OC(C)C2)c(C)n1C1CC1 (centres undefined)	-1%	-1%	-17%	-2%	-5%	-3%	-12%	-10%
CC1=NN(c2ccc(Cl)c(C(=O)O)c2)C(=O)C1	4%	6%	?	-2%	-6%	-3%	-20%	2%
CCOC(=O)NN1C(=O)c2ccccc2NC1C (centres undefined)	1%	?	/	13%	-3%	-3%	-2%	-6%
CC1(C(=O)NC(=S)N(Cc2ccccc2)c2ccccn2)CC1(Cl)Cl (centres undefined)	0%	?	7%	-3%	-2%	6%	-15%	-3%
C=CCN1c2ccccc2[C@]23C[C@@H](C(=O)OC)N(C(=O)COCc4ccccc4)C2=NC(C(=O)OC)=C(C(=O)OC)[C@H]13	-2%[11.2 µM]	7%[13.5 µM]	/	3%[17.5 µM]	-5%[11.6 µM]	7%[11.2 µM]	-4%[11.5 µM]	-8%[11.6 µM]
O=C(CCn1c(=O)[nH]c2ccsc2c1=O)N1CCc2ccccc2C1	-9%	?	4%	2%	8%	10%	6%	5%
Cc1cccc(C)c1NC(=O)c1nc(SC(C)C)ncc1Cl	-2%	/	/	/	-18%	-6%	-11%	-3%
S=C(Nc1ccccc1)N1CCn2cccc2C1c1cccnc1 (centres undefined)	4%	0%	-12%	-3%	-5%	-6%	-1%	-7%
COc1cccc(CNCCSc2nnnn2C)c1OCc1ccccc1	-5%	/	/	/	-13%	-3%	-8%	2%
Cc1nc2c(C)cccn2c1C(=O)c1ccccc1	-3%	?	/	2%	-6%	-11%	-8%	0%
COc1ccc2[nH]c(=O)c(CN(C(=O)c3cccnc3)c3ccc(C)cc3)cc2c1	-4%	?	1%	2%	-4%	4%	-7%	1%
CC(C)(C)c1ccc(C(=O)NNc2cc(N3CCCCC3)nc(N3CCCCC3)n2)cc1	1%	4%	-3%	2%	?	-3%	?	10%
Cc1cccc(C)c1Nc1nc2ccccc2o1	-1%	2%	-3%	5%	0%	-17%	-12%	1%
CC(C)(C)NC(=O)NC12CC3CC(CC(C3)C1)C2	2%	9%	23%	7%	6%	-3%	4%	1%
Cc1cc(-c2ccc(Br)cc2)n[nH]1	-2%	-1%	-2%	6%	1%	-9%	3%	6%
O=c1[nH]c2cccnc2n1Cc1ccccc1	-5%	-7%	/	1%	-2%	-7%	2%	3%
COc1ccccc1-c1cncnc1NCCN1CCOCC1	-9%	-5%	/	3%	-21%	2%	-24%	-5%
O=C(NCCc1ccccc1)c1noc2c1CCc1ccccc1-2	2%	5%	1%	5%	-3%	9%	-15%	-6%
CCOc1ccccc1-c1nnc(SCc2ccc(Cl)cc2)o1	6%	/	/	/	-20%	12%	?	-8%
Nc1nc(NCc2ccccc2)nc(NCc2ccccc2)c1[N+](=O)[O-]	1%	5%	-6%	1%	-9%	2%	-9%	?
Cc1cccc(-c2nc3c(cnn3-c3ccccc3)c(=O)n2-c2cccc(Cl)c2)c1	?	/	/	/	-16%	2%	-11%	-12%
CC(C)(C)C1CCc2sc(C(=O)NNC(=O)CCl)cc2C1 (centres undefined)	-4%	3.2µM*	?	1%	-9%	-13%	-12%	13%
CC(=O)c1cccc(N(CC(=O)N2CCOCC2)S(C)(=O)=O)c1	-3%	?	/	4%	6%	-18%	5%	12%
O=C(NCc1cccnc1)c1cc(-c2ccccc2)on1	3%	-2%	/	2%	2%	-20%	0%	3%
CCNC(=O)C1CCN(S(=O)(=O)c2ccc3c(c2)CCCN3C(C)=O)CC1	-1%	/	/	/	-5%	-1%	4%	-11%

One compound at a time (already shown). Values in the order: TR SRC2 fluor cs, ALDH1A1 block, L3MBTL1 inh, aGal spleen mod, Tau fluor cs, TRb SRC2 PPI, Tau ThT inhib, Tau fibril FP
O=C(O)CSc1cc(NS(=O)(=O)c2cccc([N+](=O)[O-])c2)c2ccccc2c1O reads -5%, 3.5µM*, ?, 7%, ?, -13%, 1.8µM*, 4µM*
O=C(CCn1c(=O)[nH]c2ccsc2c1=O)N1CCc2ccccc2C1 reads -9%, ?, 4%, 2%, 8%, 10%, 6%, 5%
CCNC(=O)C1CCN(S(=O)(=O)c2ccc3c(c2)CCCN3C(C)=O)CC1 reads -1%, /, /, /, -5%, -1%, 4%, -11%
CC(C)Oc1ccc(CCc2n[nH]c(=S)n2-c2ccccc2)cc1 reads -4%, -6%, -6%, 3%, -6%, -1%, -10%, -5%
